RAD52 anneal inh: RAD52 DNA annealing inhibitors, primary screen, biochemical, FRET, single point, set 2 | 360,000 tested, 0.46% active | recombinant RAD52 DNA annealing, FRET fluorescence | inhibition, % at 18.7 µM | DNA repair protein RAD52 homolog (Homo sapiens), P43351;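 active = every replicate showing at least 50% inhibition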
RAD54 inh: inhibitors of human RAD54 branch migration, primary screen, biochemical, fluorescence, single point; AID 602329, 2012; 360,000 tested, 0.14% active; DNA repair and recombination protein RAD54-like (Homo sapiens), Q92698; inhibition, % at 10.4 µM; RAD54 Holliday junction branch migration, FAM/BHQ fluorescence;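 active = mean normalized replicate activity at least 40 and at least half of replicates scoring 40 or more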;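 also: 0% = median of neutral control wells and 100% = median of positive control wells; inhibitors cause a drop in the FAM fluorescence signal; in these data hits start at about 50%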
miR-122 sensor: miR-122 Renilla sensor signal increase in Huh7, primary screen, miR-122 inhibitor project, cell-based, single point, plate reader; Huh7 miR-122 Renilla luciferase sensor, 48 h; neutral wells = 0, positive control = 100; activation (reporter increase), % at 12.5 µM; 340,000 tested, 0.3% active;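 active = mean replicate activation score at least 90 and every replicate individually at or above 90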;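 also: higher luciferase means less miR-122 activity so hits act as miR-122 inhibitors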
ERAP1 inh: human ERAP1 aminopeptidase inhibitors, primary screen, biochemical, single point, plate reader; 340,000 tested, 0.15% active; AID 652197, 2013; Endoplasmic reticulum aminopeptidase 1 (Homo sapiens), Q9NZ08; inhibition, % at 10.7 µM; recombinant ERAP1, Leu-AMC fluorescence, 60 min;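 active = mean replicate inhibition of at least 30%, or all replicates individually reaching that 30% level; inactive = mean below 30% and not every replicate reaching it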;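 also: 0% = neutral control wells and 100% = L-leucinethiol positive control wells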
Target sequence (Q9NZ08 whole entry, looked up): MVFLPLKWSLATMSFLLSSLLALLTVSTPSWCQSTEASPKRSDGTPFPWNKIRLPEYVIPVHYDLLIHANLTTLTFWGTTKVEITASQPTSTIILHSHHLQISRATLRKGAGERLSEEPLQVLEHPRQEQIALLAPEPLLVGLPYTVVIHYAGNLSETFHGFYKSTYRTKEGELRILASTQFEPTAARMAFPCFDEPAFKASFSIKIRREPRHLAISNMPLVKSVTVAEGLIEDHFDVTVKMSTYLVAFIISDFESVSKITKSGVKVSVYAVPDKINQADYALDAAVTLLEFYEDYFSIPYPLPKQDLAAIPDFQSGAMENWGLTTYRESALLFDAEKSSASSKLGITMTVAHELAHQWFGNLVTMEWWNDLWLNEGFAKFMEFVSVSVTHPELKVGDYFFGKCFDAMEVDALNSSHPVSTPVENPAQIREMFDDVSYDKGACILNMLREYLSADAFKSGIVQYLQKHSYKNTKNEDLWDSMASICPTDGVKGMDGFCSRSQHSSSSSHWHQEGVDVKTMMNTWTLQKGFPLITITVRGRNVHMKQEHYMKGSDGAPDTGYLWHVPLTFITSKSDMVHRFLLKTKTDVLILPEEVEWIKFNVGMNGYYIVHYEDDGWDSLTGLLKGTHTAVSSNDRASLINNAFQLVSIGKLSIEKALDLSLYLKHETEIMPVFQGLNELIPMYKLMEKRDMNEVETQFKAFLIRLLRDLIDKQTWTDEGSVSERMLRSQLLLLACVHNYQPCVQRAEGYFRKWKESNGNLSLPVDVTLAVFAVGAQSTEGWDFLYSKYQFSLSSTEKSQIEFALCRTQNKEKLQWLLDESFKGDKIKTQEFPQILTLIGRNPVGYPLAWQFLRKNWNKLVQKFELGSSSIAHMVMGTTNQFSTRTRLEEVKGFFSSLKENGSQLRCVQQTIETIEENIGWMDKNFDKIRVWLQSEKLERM
Cneo AK release: Cryptococcus neoformans cell lysis inducers, primary screen, AK release luminescence, single concentration. C. neoformans lysis, adenylate kinase release luminescence, 4 h; normalised: neutral wells 0, clomiphene wells 100. lysis activity, % at 15 µM. 360,000 tested, 0.2% active;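 active = mean lysis activity across replicates of at least 80%, whatever share of replicates individually reach that level; inactive = mean lysis activity below 80%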
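Signal: Adenylate kinase release luminescence | Assay system: Log-phase Cryptococcus neoformans yeast cells | Input: Cells at 5 × 10^6 per mL | Buffer or medium: Fresh YPD growth medium | Compound: Single dose | Schedule: Static 4 h at 37 °C with compound, 1 h detection | Controls: Clomiphene | Read-out: Luminescence rise reflecting yeast cell lysis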
PglD inh: C. jejuni PglD acetyltransferase inhibitors, primary screen, biochemical, DTNB colorimetric, single point; UDP-N-acetylbacillosamine N-acetyltransferase PglD (Campylobacter jejuni); purified PglD enzyme, DTNB colorimetric CoA detection; inhibition, % at 12.5 µM; 360,000 tested, 0.098% active; AID 602405, 2012; in the data active = inhibition above about 16%, passing the limit was not always enough; also: strong numbers were not always called active
E-selectin induc: E-selectin induction in HUVECs, primary screen, imaging, HUVEC, immunofluorescence imaging, single point. normalized: neutral wells 0, TNF-alpha wells 100. activation, % at 7.58 µM. 260,000 tested, 0.37% active;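 active = mean E-selectin-positive cell signal at least 10% of the positive control, reached in at least 60% of replicates, without over 20% cell loss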;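 also: in these data hits start at about 27%; measured in HUVEC primary endothelial cells; signal is the percent of cells scored E-selectin positive by PE staining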
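Test system: HUVEC | Signal: Immunofluorescence imaging | Read-out: Percent E-selectin-positive cells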
PGC1a acetyl inh: inhibitors of PGC1a acetylation signal, primary screen, cell-based, U2OS, AlphaScreen, inhibitor mode; AlphaScreen anti-acetyl-lysine; with virally co-expressed GCN5 acetyltransferase; inhibition, % at 15.6 µM; 350,000 tested, 0.17% active;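 active = every replicate shows inhibition of at least 40%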;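 also: 0% = neutral control wells and 100% = positive control wells; some results beyond the cut were filed as inactive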
* marks the source's active call; other numbers are inactive results; nt = no result given; & = joins results of further samples; [ ] = dose if it differs, or a comment. The order is random. Share with any hit: about 1.4%.

canonical_smiles,RAD54 inh,PglD inh,miR-122 sensor,E-selectin induc,PGC1a acetyl inh,RAD52 anneal inh,ERAP1 inh,Cneo AK release
COc1cccc(CSc2nc(N)cc(N)n2)c1,0,-2,-7,nt,-4,-14,-2,2
CCC(=O)N(C)C[C@@H]1Oc2cc(-c3ccccc3OC)ccc2S(=O)(=O)N([C@H](C)CO)C[C@H]1C,-1,1,12[16.7 µM],-0.1,0,0,2,3
C[C@H](O)C#Cc1cnc2c(c1)C(=O)N([C@@H](C)CO)C[C@H](C)[C@H](CN(C)CC1CCCCC1)O2,12,-1,-4[16.7 µM],-0.4,15,-3,0,1
O=C(COC(=O)/C=C/c1cc(Br)ccc1F)NC1CC1,4,-4,-6,0.9,4,-34,-4,0
Cc1ccc(S(=O)(=O)N(C)C[C@H]2Oc3ccc(NC(=O)CCCCCC(=O)Nc4ccccc4N)cc3C(=O)N([C@H](C)CO)C[C@H]2C)cc1,nt,nt,nt,0.7,-7,6,1,nt
CC(=O)Oc1c(C(=O)c2nnc(C)o2)c(=O)n(Cc2ccccc2)c2ccccc12,1,0,-1,nt,7,-14,-1,-6
O=C(C=C1CCN(c2ncc(C(F)(F)F)cc2Cl)CC1)NNC(=O)Nc1ccc(Cl)cc1,-5,-1,-4,nt,-6,nt,nt,0
CSc1nc(=S)c2[nH]c(=S)[nH]c2[nH]1,-9,6,4,-0.1,nt,-2,2,-2
Cc1cnc(NC(=O)c2ccc3c(c2)C(=O)N(Cc2cccnc2)C3=O)s1,-7,10,1,-0.1,3,-7,-2,-1
COc1ccc2oc(C(=O)OCC(=O)Nc3ccc(OC)c(S(N)(=O)=O)c3)c(C)c2c1,-2,-2,5,-0.1,nt,-10,3,5
O=C(NS(=O)(=O)c1ccccc1)c1cccc(Br)c1,0,1,2,nt,-1,-9,0,0
CNC[C@@H]1Oc2ccc(NS(=O)(=O)c3ccc(F)cc3)cc2C(=O)N([C@H](C)CO)C[C@@H]1C,0,0,-5[16.7 µM],nt,-1,1,1,0
CN(C)S(=O)(=O)c1ccc(Cl)c(C(=O)NC2=NCCS2)c1,-3,-6,-13,0.0,-3,-17,-1,0
CCOC(=O)c1c(NC(=O)CCN2CCOCC2)sc(C)c1-c1ccccc1,nt,nt,-20,nt,-5,1,0,nt
CCC(C)NC(=O)C1CCN(S(=O)(=O)c2ccc3c(c2)CC(C)N3C(C)=O)CC1 (stereo not drawn),-1,-4,-4,-0.1,1,6,-2,-1
C/C(=N\Nc1ccccc1)c1cccs1,-4,5,-7,nt,1,-5,-2,-1
Nc1ccc(CNC(=O)OCC2c3ccccc3-c3ccccc32)cc1,4,-4,1,0.3,7,-15,-6,-1
Cc1ccc(OCc2cc(C(=O)N(C)CCc3ccccn3)no2)cn1,8,5,nt,nt,1,3,1,2
CN1C(=O)c2cc(NC(=O)c3cccs3)ccc2OC[C@H]2O[C@@H](CC(=O)N3CCOCC3)CC[C@H]21,-2,-1,-2[16.7 µM],0.0,0,1,3,0
O=C(CN(Cc1ccccc1F)S(=O)(=O)c1ccc(Cl)cc1)NCCC1=CCCCC1,-1,-6,13,nt,-2,nt,nt,0
O=C(CN1CCN(CC(=O)Nc2cccc(F)c2)CC1)Nc1ccc(-c2ccccc2)cc1,-3,1,nt,0.0,nt,-13,-6,-2
C[C@H](CO)N1C[C@H](C)[C@@H](CN(C)C(=O)NC2CCCCC2)Oc2c(NC(=O)Nc3ccc(F)cc3)cccc2C1=O,-2,-4,27[16.7 µM],42*,-15,13,2,0
COc1ccc(S(=O)(=O)N2CCCCC2)cc1Br,-2,0,5,nt,-15,nt,nt,-1
CCCNC(=O)c1nc(C)n(-c2ccc([N+](=O)[O-])cc2)n1,nt,nt,-7,-0.7,9,-4,-1,nt
CCOc1ccccc1NC(=O)Nc1ccccn1,nt,nt,-2,0.1,3,-13,nt,nt
Cc1ccc(Cn2nc(-c3ccccc3)nc2-c2ccccc2)cc1,-1,3,-2,nt,-16,nt,nt,-2
C[C@H](CO)N1C[C@H](C)[C@H](CN(C)C(=O)C2CC2)Oc2cc(C#C[C@@H](C)O)ccc2S1(=O)=O,-2,-4,-4[16.7 µM],0.0,-6,8,1,0
CC=Cc1ccc2n(c1=O)C[C@H]1[C@H](CO)[C@@H](C(=O)NC3CCC3)N(S(C)(=O)=O)[C@@H]21 (mixture of isomers),16,-2,-4[16.7 µM],-0.6,4,1,-1,1
O=C(NCc1ccco1)C(Cc1ccccc1)N1C(=O)c2ccccc2C1=O (stereo not drawn),-5,-4,0,nt,3,nt,nt,1
CCCCCc1nnc(NC(=O)CS(=O)(=O)Cc2ccccc2)s1,-31,5,-3,nt,nt,nt,nt,3

Two neighbouring entries already listed, for reference:
canonical_smiles,RAD54 inh,PglD inh,miR-122 sensor,E-selectin induc,PGC1a acetyl inh,RAD52 anneal inh,ERAP1 inh,Cneo AK release
COc1cccc(CSc2nc(N)cc(N)n2)c1,0,-2,-7,nt,-4,-14,-2,2
CCC(=O)N(C)C[C@@H]1Oc2cc(-c3ccccc3OC)ccc2S(=O)(=O)N([C@H](C)CO)C[C@H]1C,-1,1,12[16.7 µM],-0.1,0,0,2,3

(further entries)
canonical_smiles,RAD54 inh,PglD inh,miR-122 sensor,E-selectin induc,PGC1a acetyl inh,RAD52 anneal inh,ERAP1 inh,Cneo AK release
COC(=O)C[C@@H]1CC[C@@H](NS(=O)(=O)c2ccc(OC)cc2)[C@H](CO)O1,-3,1,nt,0.0,-4,25,0,18
C[C@H](CO)N1C[C@H](C)[C@@H](CN(C)C(=O)Nc2ccc(F)cc2)Oc2c(NS(=O)(=O)c3ccc(Cl)cc3)cccc2C1=O,7,3,27[16.7 µM],0.0,-13,4,-1,1
c1ccc(-c2nnc3sc(CN4CCC5(CC4)OCCO5)cn23)cc1,-7,-1,-7,nt,-10,1,2,-2
CCOC(=O)C1=CN(Cc2cccc(F)c2)S(=O)(=O)N(CC)C1c1ccc(Br)cc1F (stereo not drawn),4,-5,7,nt,-26,4,4,0
CCn1c(OC)nc2c1c(=O)n(C)c(=O)n2C,nt,nt,-2,-0.1,3,10,3,nt
O=C(NC(=S)N1CCCC1)c1ccccc1,1,1,-1,-0.1,nt,-11,-6,13
COc1ccc(C(=O)C2CCCN(C(=O)c3noc4c3CCCC4)C2)cc1F (stereo not drawn),11,-2,-8,nt,-6,-6,7,0
Clc1ccccc1-c1nnc(-c2ccccc2Cl)o1,5,0,1,nt,2,nt,nt,-23
CCN(CC)C(=O)c1ccc(COc2ccccc2Cl)cc1,-10,-4,1,nt,-14,nt,nt,-1
O=C(Nc1ccccn1)C1CCN(c2ncnc3c2nc2n3CCCCC2)CC1,9,-5,-9,nt,-15,-19,-3,5
Cc1nc2ccccc2nc1CC(O)(c1ccccc1)c1ccccc1,6,-5,4,nt,-4,-8,-1,-1
Cc1ccc(NC(=O)CSc2nnc(CNC(=O)c3ccco3)n2C)c(C)c1,-2,0,-4,-0.2,0,0,-2,-2
CCCNC(=O)N(C)C[C@H]1Oc2ncc(-c3ccncc3)cc2C(=O)N([C@@H](C)CO)C[C@@H]1C,3,2,6[16.7 µM],0.8,-7,-10,-1,-1
C(=C\c1ccccc1)/CN1CCN(C(c2ccnc3ccccc23)c2nnnn2C2CCCC2)CC1 (stereo not drawn),-4,-5,4,0.3,3,-29,-4,-15
COc1ccc(S(=O)(=O)N2CCCCC2)cc1NC(=O)CCOc1cc(C)ccc1C,5,0,nt,0.0,4,-11,2,0
COc1ccc2c3c([nH]c2c1)[C@H](CO)N(C(=O)Cc1ccccn1)CC31CCN(Cc2ccccn2)CC1,nt,nt,nt,1.1,3,2,-3,nt
CN(CC(=O)Nc1ccc(F)c(F)c1F)C(=O)C1=NN(c2ccccc2)C(=O)CC1,nt,nt,nt,-0.9,-2,-5,3,nt
O=C(COC(=O)/C(=C/c1cccs1)c1cccs1)NCc1ccccc1Cl,-1,-20,0,2.4,1,-24,1,1
Cc1cc(C)n2nc(SC(C)C(=O)N3CCCC3)nc2n1 (stereo not drawn),-4,1,4,-0.1,0,-9,5,5
COc1cc(/C=C2\SC(=S)N(CCC(=O)Nc3cccc(O)c3)C2=O)cc(OC)c1OC,-5,-6,-6,0.2,6,-18,2,0
CCOc1cc(CNCCc2ccc(S(N)(=O)=O)cc2)ccc1OCC(=O)NC1CCCCC1,-2,2,15,nt,-2,nt,nt,1
Cc1ccc(S(=O)(=O)N2CCN(C(=O)N3CCCCC3)CC2)c(C)c1,8,1,-9,-0.2,nt,-10,4,-2
N#Cc1ccc(-c2ccc(C3[C@@H]4CN(C(=O)c5cccnc5)C[C@H]3N4)cc2)cc1 (stereo partly drawn),nt,nt,nt,0.1&0.2,-10&-6,3&13,1&-1,nt
C[C@H]1CN([C@@H](C)CO)C(=O)c2cccc(NC(=O)C3CC3)c2O[C@H]1CN(C)Cc1ccncc1,2&-5,0&-2,-8[16.7 µM],0.2&0.0,1,-9&-19,1&3,7&2
O=C(NCCCN1CCCC1=O)c1ccccc1NS(=O)(=O)c1ccc(F)cc1,-21,-4,3,nt,-3,nt,nt,2
O=C(Nc1nnc(COc2ccc(Cl)cc2)s1)c1ccc([N+](=O)[O-])cc1,0,2,-5,nt,9,nt,nt,-1
O=C(NCCCn1ccnc1)c1ccc(Cl)c(Cl)c1,4,-3,1,nt,5,5,1,1
O=C(OCn1nnc2ccccc2c1=O)c1cccs1,-3,-8,1,-0.1,-9,-5,5,0
Cc1oc2c(C)c3oc(=O)c(CCC(=O)NCCN4CCOCC4)c(C)c3cc2c1C,16,-4,-2,nt,-7,-9,8,1
Cc1ccc(CSc2nnc(-c3ccc(S(=O)(=O)N4CCCC4)cc3)o2)cc1,3,-7,2,nt,7,nt,nt,-1
O=C(c1cccc(C(F)(F)F)c1)N1CCOc2ccccc21,-4,10,-8,0.3,9,-8,0,-1
O=C(Cc1c(F)cccc1Cl)OCN1C(=O)c2ccccc2C1=O,1,0,10,0.9,8,-5,2,1
C[C@@H]1CN([C@H](C)CO)C(=O)Cc2cc(NS(=O)(=O)c3ccc(F)cc3)ccc2O[C@H]1CN(C)C,2,0,5[16.7 µM],-14,4,-9,0,-6
C[C@@H]1CN([C@H](C)CO)C(=O)c2cc(NS(=O)(=O)c3ccc(Cl)cc3)ccc2O[C@@H](C)CCCCO[C@H]1CN(C)S(=O)(=O)c1ccccc1,nt,nt,nt,0.4,-1,-5,-1,nt
COc1ccc(NC(=O)N(C)C[C@@H]2Oc3ncc(-c4ccc(C#N)cc4)cc3C(=O)N([C@H](C)CO)C[C@H]2C)cc1,-6,-4,-3[16.7 µM],0.1,3,1,0,1
C[C@H](CO)N1C[C@H](C)[C@@H](CN(C)CC2CC2)OCCCC[C@H](C)Oc2ccc(NC(=O)CCCCCC(=O)Nc3ccccc3N)cc2C1=O,9,-2,2[16.7 µM],0.0,6,nt,nt,52

Bioassay records (PubChem BioAssay)
